VLA-4 inh: inhibition in a human VLA-4 binding assay; inhibition, % (about 7 µM as worked out from the volumes in the protocol); VLA-4 expressing cells, ligand binding flow cytometry; 330,000 tested, 0.2% active; P13612; in the data active = inhibition above about 50%
Target sequence (P13612 whole entry, looked up): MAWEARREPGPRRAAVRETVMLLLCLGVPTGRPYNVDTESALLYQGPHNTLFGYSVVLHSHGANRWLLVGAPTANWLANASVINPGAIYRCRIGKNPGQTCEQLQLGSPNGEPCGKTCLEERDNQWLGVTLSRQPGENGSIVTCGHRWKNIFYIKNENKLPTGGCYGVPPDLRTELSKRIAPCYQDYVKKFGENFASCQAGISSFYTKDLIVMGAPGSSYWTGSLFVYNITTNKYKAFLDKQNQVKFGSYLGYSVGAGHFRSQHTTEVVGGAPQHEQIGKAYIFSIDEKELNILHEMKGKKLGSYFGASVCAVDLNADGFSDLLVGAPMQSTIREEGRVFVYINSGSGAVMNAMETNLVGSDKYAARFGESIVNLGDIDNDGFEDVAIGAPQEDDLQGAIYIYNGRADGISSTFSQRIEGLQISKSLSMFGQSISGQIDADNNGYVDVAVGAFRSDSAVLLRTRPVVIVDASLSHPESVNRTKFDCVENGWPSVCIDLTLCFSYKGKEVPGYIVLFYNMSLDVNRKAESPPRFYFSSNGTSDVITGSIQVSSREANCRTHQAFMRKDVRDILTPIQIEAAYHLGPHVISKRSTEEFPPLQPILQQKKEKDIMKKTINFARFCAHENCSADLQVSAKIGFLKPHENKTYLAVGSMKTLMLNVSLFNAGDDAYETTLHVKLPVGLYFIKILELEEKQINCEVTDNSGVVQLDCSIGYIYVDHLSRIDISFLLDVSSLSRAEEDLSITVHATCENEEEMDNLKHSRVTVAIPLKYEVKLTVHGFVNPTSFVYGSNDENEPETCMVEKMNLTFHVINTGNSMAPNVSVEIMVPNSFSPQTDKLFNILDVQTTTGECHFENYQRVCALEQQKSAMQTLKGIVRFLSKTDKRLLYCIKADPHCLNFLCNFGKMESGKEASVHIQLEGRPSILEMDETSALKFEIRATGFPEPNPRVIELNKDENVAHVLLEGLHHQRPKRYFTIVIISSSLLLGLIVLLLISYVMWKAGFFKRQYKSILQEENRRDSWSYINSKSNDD
CR mimetic SO: caloric restriction mimetics inhibiting age-related superoxide in yeast. 330,000 tested, 0.18% active. superoxide response (% of plate mean), % at 10 µM. AID 2690. S. cerevisiae aged cells, superoxide DHE fluorescence; stronger effect = lower value;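 active = superoxide response under a set limit, about three screen SD below normal, cut at about 65% in these data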;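 also: yeast aged for seven days with compound at 30 °C before DHE staining; 100% = average MFI of all compound-treated wells on the plate with controls excluded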
MEP2 TOR yeast: alters MEP2-GFP fluorescence in TOR pathway yeast screen; S. cerevisiae MEP2-GFP strain, flow cytometry GFP, 3 h; 100% = DMSO control level; GFP response vs DMSO, % at 10 µM; 330,000 tested, 0.51% active; AID 2016;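 active = GFP response versus DMSO above a set limit, roughly screen mean plus 3 SD, cut at about 180% in these data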;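 also: median GFP fluorescence of the barcode-gated MEP2-GFP cells per well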
AGP1 TOR yeast: alters AGP1-GFP fluorescence in TOR pathway yeast screen. S. cerevisiae AGP1-GFP multiplex flow cytometry, 3 h; GFP as percent of DMSO wells. GFP response vs DMSO, % at 10 µM. 320,000 tested, 0.02% active. AID 2066;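 active = GFP response relative to DMSO above a set limit, near screen average plus 3 SD, cut at about 150% in these data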;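 also: median GFP channel fluorescence of the gated AGP1 strain per well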
CIT2-GFP yeast: yeast TOR pathway CIT2-GFP modulation. GFP response vs DMSO, % at 10 µM. S. cerevisiae CIT2-GFP strain, flow cytometry, 3 h; 100 means same as DMSO wells. 320,000 tested, 0.065% active;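 active = GFP response relative to DMSO above a set limit, near the screen mean plus 3 SD, cut at about 150% in these data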;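 also: ratio of well median GFP fluorescence to mean of DMSO wells on the plate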
RPL19A-GFP yeast: modulators of TOR pathway RPL19A-GFP in S. cerevisiae. S. cerevisiae RPL19A-GFP strain, flow cytometry, 3 h; stronger effect = lower value. percent response vs DMSO, % at 10 µM. 330,000 tested, 0.3% active;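 active = percent response vs DMSO below 50%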;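 also: median channel GFP fluorescence of the barcoded RPL19A-GFP strain; ratio of sample median GFP to plate DMSO average so 100% = DMSO; lower means less RPL19A-GFP as with rapamycin TOR inhibition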
LAP4-GFP MLPCN: modulators of TOR pathway LAP4-GFP in S. cerevisiae; S. cerevisiae LAP4-GFP multiplex, flow cytometry GFP, 3 h; median GFP as percent of DMSO wells; GFP response vs DMSO, % at 10 µM; 320,000 tested, 0.34% active; AID 2023;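 active = GFP response vs DMSO above a set limit, about the screen mean plus 3 SD, cut at about 150% in these data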
GRK2 inh: inhibitors of human GRK2 displacing RNA aptamer. P25098. bead flow cytometry, FAM-aptamer displacement from GRK2. inhibition of aptamer binding, % at 10 µM. 330,000 tested, 0.59% active;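 active = inhibition of aptamer binding above 40%, roughly 3 SD of noise, on plates passing a quality check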;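 also: median bead fluorescence of bound FAM aptamer so fluorescent compounds give negative values; no value below 0 was filed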
Active calls of the source: *; . = no result given.

SMILES	VLA-4 inh	CR mimetic SO	MEP2 TOR yeast	AGP1 TOR yeast	CIT2-GFP yeast	RPL19A-GFP yeast	LAP4-GFP MLPCN	GRK2 inh
COc1ccc(NC(=O)Nc2ccc(C(=O)N3CCOCC3)cc2)cc1OC	4	96	90	101	98	105	92	0
O=C(c1ccncc1)N1CCN(C(=O)c2ccco2)CC1	-1	102	100	104	99	104	103	3
Cc1cc(-c2nnc(CCC(=O)N(C)CCc3ccccc3)o2)no1	.	97	102	98	97	93	101	0
Cc1noc(C)c1COC(=O)C1COc2ccccc2O1 (stereo not drawn)	4	146	103	100	91	99	99	4
CCOC(=O)Cn1nc(C)n(-c2ccc(Br)cc2)c1=O	4	95	104	103	94	104	94	4
CC(=O)c1c(C)nn(C(C)CC(=O)O)c1C (stereo not drawn)	4	105	100	96	103	96	95	0
O=C(NC1CCCCCC1)c1ccc(OCC2CCCO2)cc1 (stereo not drawn)	-4	96	102	88	101	98	106	0
CC(C)OC(=O)CN1C(=O)S/C(=C/c2ccc(N3CCCCC3)o2)C1=O	-197	85	90	72	64	107	100	0
N/C(=N\OC(=O)CCCc1ccccc1)c1ccc([N+](=O)[O-])cc1	-7	120	95	90	95	103	88	1
O=[N+]([O-])/C=C/c1cc2ccccc2[nH]1	3	116	95	87	91	100	130	2
CCN(CC)c1ccc(S(=O)(=O)N2CCOCC2)cc1NC(=O)COC(=O)c1cccnc1SC	-12	86	105	100	105	102	99	0
CN(C1CCS(=O)(=O)C1)S(=O)(=O)c1ccccc1 (stereo not drawn)	25	109	105	101	92	98	100	0

Single values from the entries so far.
GRK2 inh with `N/C(=N\OC(=O)CCCc1ccccc1)c1ccc([N+](=O)[O-])cc1` = 1
CIT2-GFP yeast with `CCOC(=O)Cn1nc(C)n(-c2ccc(Br)cc2)c1=O` = 94
GRK2 inh with `Cc1noc(C)c1COC(=O)C1COc2ccccc2O1` (stereo not drawn) = 4
CR mimetic SO with `CN(C1CCS(=O)(=O)C1)S(=O)(=O)c1ccccc1` (stereo not drawn) = 109

Continuation.
SMILES	VLA-4 inh	CR mimetic SO	MEP2 TOR yeast	AGP1 TOR yeast	CIT2-GFP yeast	RPL19A-GFP yeast	LAP4-GFP MLPCN	GRK2 inh
CN(C)C(CNC(=O)CCNC(=O)c1ccc(Cl)cc1)c1ccco1 (stereo not drawn)	0	84	95	100	95	94	116	0
COc1cc(C(=O)NNC(=O)c2ccc(S(=O)(=O)N3CCCCC3)cc2)cc(OC)c1OC	14	87	105	107	106	103	94	2
CCCC(=O)Nc1sc(C)c(C)c1C(=O)Nc1cccc(C)c1	3	97	93	94	95	95	99	1
COc1ccc(C(=O)NC2CCSc3ccccc32)cc1F (stereo not drawn)	7	94	96	93	80	93	88	0
CCOC(=O)C1=C(O)c2ccccc2C(=O)/C1=C\c1ccc(C)cc1	.	126	111	72	80	82	186*	7
CCOc1ccccc1C(=O)Nc1cccc2cccnc12	2	91	104	91	96	104	88	0
N#CC1=C(N)C(C#N)(C#N)C(c2cccnc2)C2CN(C(=O)OCc3ccccc3)CC=C12 (stereo not drawn)	-4	108	98	94	104	93	92	2
Brc1ccccc1/C=N/Nc1ccc2ccccc2n1	.	100	110	100	103	105	109	2
Cc1cc(C(=O)N/N=C/c2ccc(N(C)C)o2)cs1	6	96	98	100	100	97	99	9
CCOC(=O)NCc1ccc2[nH]c(C)cc2c1	0	109	98	93	88	97	101	4
CC(NC(=O)C(c1ccccc1)c1ccccc1)c1ccccc1 (stereo not drawn)	6	96	102	87	86	87	93	2
O=C(CCn1c(=O)c2sccc2n(Cc2cc(=O)n3ccccc3n2)c1=O)NCc1ccco1	-1	102	102	104	99	101	94	3
CC(=O)/C(=N/Nc1ccccc1)Sc1nnc(C(O)c2ccccc2)n1-c1ccccc1 (stereo not drawn)	-1	101	108	97	104	101	93	0
Cc1nn(C)cc1S(=O)(=O)N1CCN(c2cccc(Cl)c2)CC1	2	92	102	105	109	104	99	14
CC(C)C(Nc1ccc(S(=O)(=O)N2CCOCC2)cc1[N+](=O)[O-])C(=O)O (stereo not drawn)	0	108	100	101	96	98	100	2
COc1ccc(OC)c2sc(N(CCN(C)C)C(=O)c3ccc4ccccc4c3)nc12	6	94	98	104	104	105	99	0
Cc1ccc(C2=Nc3ccc(Br)cc3C(c3ccncc3)=NN2)cc1	3	87	94	97	96	108	89	1
Cc1cc(C(=O)NC2CCCc3c2cnn3-c2ccc(C(C)(C)C)cc2)n[nH]1 (stereo not drawn)	14	102	98	100	102	101	87	6
CCCS(=O)(=O)N1CCN(C(=O)c2cc(OC)cc(OC)c2)CC1	5	95	102	102	98	98	91	1
CC1(C)Cc2ccccc2/C(=C/C(=O)c2ccccc2)N1	7	93	104	110	115	102	100	0
CCN1CCN(c2ccc(S(=O)(=O)N3CCCCC3)cc2NC(=O)c2ccc(F)cc2)CC1	-10	102	106	107	111	110	93	0
CN(CC(=O)NCc1ccccc1)S(=O)(=O)c1cnc[nH]1	12	99	99	100	100	101	90	0
CC(OC(=O)c1ccc2ncsc2c1)C(=O)N1CCCC1 (stereo not drawn)	19	97	99	96	99	92	98	0
Nc1nc2ccc(-c3nc4ccccc4o3)cc2s1	4	85	99	98	90	92	133	0
COc1ccc(N2C(=NC(=O)C(C)Oc3ccccc3)SC3CS(=O)(=O)CC32)cc1 (stereo not drawn)	7	93	114	115	115	108	99	1
COC(=O)CNc1cc(S(=O)(=O)N2CCCCC2)ccc1Oc1ccc(C(=O)OC)cc1	0	101	93	85	87	91	92	0
COCCNC(=O)c1ccc(S(=O)(=O)N2CCCc3ccccc32)cc1	-10	79	100	102	105	103	90	3
O=C(c1ccc(S(=O)(=O)N2CCc3ccccc3C2)cc1)N1CCCCC1	0	81	108	112	102	107	114	0
COc1ccc(CN2CCN(S(=O)(=O)c3ccc(F)cc3)CC2)cc1OC	-1	92	104	101	103	101	104	1
CN(CC(=O)N1CCN(c2cccc(Cl)c2)CC1)S(=O)(=O)c1cccs1	7	107	104	100	97	94	106	5
CC(C)(C)c1ccc(OCC(=O)N(c2ccccn2)C2CCCCC2)cc1	10	115	103	97	94	100	97	4
O=S(=O)(c1ccc(F)cc1)N1CCCc2ccccc21	1	100	93	81	105	105	87	.
CC(C(=O)NCc1cccs1)n1cccc1 (stereo not drawn)	12	120	151	.	88	83	101	4
COc1ccc(/C=N/Nc2nonc2N)c(OC)c1	8	107	103	95	109	112	108	0
COc1ccc(C(=O)NCC2(c3ccccc3)CCCC2)c(OC)c1	5	91	106	95	92	106	100	2
CCOc1ccc(=O)n(-c2ccccc2)n1	11	88	99	98	98	99	95	34

Molecules listed so far that contain a COOH group:
SMILES	VLA-4 inh	CR mimetic SO	MEP2 TOR yeast	AGP1 TOR yeast	CIT2-GFP yeast	RPL19A-GFP yeast	LAP4-GFP MLPCN	GRK2 inh
CC(=O)c1c(C)nn(C(C)CC(=O)O)c1C (stereo not drawn)	4	105	100	96	103	96	95	0
CC(C)C(Nc1ccc(S(=O)(=O)N2CCOCC2)cc1[N+](=O)[O-])C(=O)O (stereo not drawn)	0	108	100	101	96	98	100	2

Additional records.
SMILES	VLA-4 inh	CR mimetic SO	MEP2 TOR yeast	AGP1 TOR yeast	CIT2-GFP yeast	RPL19A-GFP yeast	LAP4-GFP MLPCN	GRK2 inh
CC(=O)c1cccc(NS(=O)(=O)N2CCOCC2)c1	0	95	100	92	105	116	71	0
CCNc1nc(NCC)nc(-n2nc(C)cc2C)n1	15	87	103	101	102	92	101	1
CCn1c(SCC(=O)N2CCCCCC2)nc2ccccc2c1=O	-2	89	99	100	104	102	105	0
O=C1C(Cc2ccc(O)cc2)NC(=S)N1c1ccccc1 (stereo not drawn)	3	92	109	103	101	101	121	0
Cn1c(=O)c2[nH]c(N3CCCCC3)nc2n(C)c1=O	6	65*	119	116	117	113	111	2
Cc1ccccc1CS(=O)(=O)Cc1ccc(C(=O)NCc2ccccn2)o1	-8	107	105	102	103	93	99	4
NCc1cccc(CNc2ccc([N+](=O)[O-])cc2C(N)=O)c1	10	116	93	89	98	105	122	2
O=C(OCCOc1ccccc1F)c1cccc(S(=O)(=O)N2CCOCC2)c1	49	100	103	104	100	97	101	0
CC1CCc2c(sc(NC(=O)c3cccn3C)c2C(N)=O)C1 (stereo not drawn)	0	97	114	114	112	109	134	0
CCNC(=O)CSc1nc2ccccc2c(=O)n1CCCOC(C)C	2	105	99	101	98	100	96	0
COc1cc(NS(=O)(=O)c2ccc(NC(=S)Nc3ccccc3)cc2)nc(OC)n1	26	91	98	94	103	106	92	0
COc1ccc(N2CCN(C(=O)Cn3cnc4c(cnn4-c4ccc(C)cc4)c3=O)CC2)cc1	-1	97	110	105	108	101	95	0
COc1ccc(-c2cc(-c3n[nH]c(=S)n3-c3ccccc3Cl)[nH]n2)cc1	-3	112	98	94	95	96	93	1
O=C(NC1CCCCCCC1)c1cccs1	6	86	103	98	97	103	92	1
COc1cccc2c1C(=O)CC1C2CCC2CC(=O)CCC21C (stereo not drawn)	-4	96	109	106	101	101	103	0
Cc1ccc(-c2csc3ncnc(SCC(=O)Nc4nnc(C)s4)c23)cc1	5	86	103	100	104	99	95	0
CN1CCc2c(sc3c2c(=O)n(-c2ccc(Cl)cc2)c2nncn32)C1	10	88	97	106	109	100	96	0
Cc1ccc(NC(=O)Cn2cccc2)cc1Cl	-1	91	105	91	100	95	99	1
CC(C)[C@H](NC(=O)[C@H]1N2C(=O)c3ccccc3C2SC1(C)C)C(=O)NCc1ccco1 (stereo partly drawn)	26	99	105	100	107	103	100	4
Nc1[nH]nc2nc3ccccc3cc12	2	111	100	96	93	95	101	4
O=C(NCc1ccccc1Cl)C1CCCN1C(=O)Nc1ccccc1 (stereo not drawn)	0	100	102	97	105	101	88	0
C#CCSc1nnc(-c2ccc([N+](=O)[O-])cc2)o1	3	54*	107	97	104	104	100	2
CC(C)(C)NC(=O)NC(=O)CSc1nnc(-c2ccccc2F)n1N	17	115	111	103	105	105	102	3
COc1ccc(OC)c(C2=NOC(C(=O)NCc3ccccn3)C2)c1 (stereo not drawn)	13	94	107	106	98	98	98	0
O=c1[nH]cc(N(CCO)CCO)c(=O)[nH]1	-25	108	98	105	97	102	98	2
O=S(=O)(c1ccccc1)N1CCN=C1SCc1ccccc1Cl	28	97	92	99	91	102	104	1
COc1c(Cl)cc(-c2noc(C)c2C(=O)NCc2ccccc2)cc1Cl	-9	99	98	102	97	101	99	0
Cc1ccc(NC(=O)Cn2c(CCC(=O)O)ccc2-c2cccs2)cc1Cl	-4	101	101	103	101	99	115	0
CCOc1ccc(Nc2nc3cc(S(=O)(=O)N(CC)CC)ccc3o2)cc1	16	117	111	111	119	107	104	1
O=C(Nn1cnc2ccccc2c1=O)c1ccc([N+](=O)[O-])cc1	8	111	99	102	97	99	110	6
O=C(Nc1cccc(S(=O)(=O)N2CCCC2)c1)c1ccc2c(=O)n3c(nc2c1)CCCCC3	3	95	101	104	110	106	90	3
Nc1ccc(C(=O)OCC(=O)NC2CCS(=O)(=O)C2)cc1[N+](=O)[O-] (stereo not drawn)	5	94	97	99	92	98	91	3
O=C(CN1C(=O)NC2(CCCc3ccccc32)C1=O)Nc1ccccc1OC(F)F (stereo not drawn)	5	109	99	102	102	101	101	0
CCCNC(=O)NC(=O)COc1c(F)c(F)cc(F)c1F	9	110	104	94	99	102	94	1
Nc1nnc(SCc2cccc(C(F)(F)F)c2)s1	-2	126	111	103	90	104	102	1
CCOC(=O)C1CCN(C(=O)Cc2c(C(=O)O)n(C)c3ccccc23)CC1	12	90	109	103	108	102	102	1
Cc1nc2c(-c3ccc(F)cc3)c(C)nn2c(C)c1CCC(=O)Nc1ccccc1	31	95	106	109	107	100	106	2
CCOc1cc(/C=N/NC(=O)c2ccc(O)cc2)ccc1Oc1nc(Cl)ncc1F	24	81	111	100	111	109	90	20
